# Assay outcomes from PubChem.
# Pol beta inh = blocks human DNA polymerase beta activity; P06746; Potency, µM (series often up to 114 µM), for the others: at the top dose activity change, negative = inhibition, most hits filed as inhibitors; hit rate 1.3% among 340,000; Pol beta primer extension/strand displacement, fluorescence kinetic; note: % is set by controls: 0 for no effect and ±100 for the full control effect
#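 Enzyme-only controls used 10 nM Pol beta; buffer lacking enzyme served as negative control. Compound preincubated 15 min, then 50 nM substrate added; 0 and 10 min reads at room temperature.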
# BAZ2B inh = BAZ2B (human) inhibition; AlphaScreen BAZ2B-H3K14Ac peptide displacement; Q9UIF8; hit rate 4.4% among 360,000; Potency, µM (series often up to 114 µM), for inactives: top-dose activity change, negative = inhibition, hits mostly inhibitors; note: % is set by controls: 0 for no effect and ±100 for the full control effect; nearly all actives have a fitted effect of over 60% in size
#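 AlphaScreen displacement of biotin-H3(5-23)K14Ac peptide (50 nM final) from BAZ2B (50 nM final) in PBS pH 7.4, 0.01% Tween-20; complex preformed 30 min RT, then compounds (top 110 uM) 30 min RT, beads 20 min dark.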
# G9a inh = blocks human histone lysine methyltransferase G9a; Potency, µM (top dose mostly 102 µM), for the others: at the highest dose activity, negative = inhibition, actives largely listed as inhibitors; G9a H3K9 monomethylation, AlphaScreen, 2 h; hit rate 8.8% among 350,000; note: % is set by controls: 0 for no effect and ±100 for the full control effect; nearly all actives have a fitted effect of over 75% in size
#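 Quantitative HTS format: methyltransferase activity on a biotin-tagged H3K9 peptide is measured by AlphaScreen, using a rabbit anti-monomethyl-H3K9 antibody with streptavidin donor and anti-IgG acceptor beads. Final levels are 20 nM enzyme, 500 nM peptide, 20 uM SAM; 2 h RT.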
# APE1 inh = blocks human APE1 abasic DNA cleavage. P27695. recombinant APE1, TAMRA/BHQ-2 abasic DNA cleavage fluorescence. Potency, µM (highest dose often 65.8 µM), without a hit: at the highest dose activity change, negative = inhibition, most hits filed as inhibitors. hit rate 0.35% among 350,000;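 note: plate controls were vehicle for no effect and reference inhibitor for full effect; nearly all actives have a fitted effect of over 55% in size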
#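 Step 1: APE1 (0.75 nM) with compound, 15 min RT. Step 2: add 50 nM fluorophore/quencher THF duplex. Step 3: three fluorescence reads 60 s apart (525/598 nm); read 3 minus read 1 = reaction progress.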
# Pol kappa inh = blocks human DNA polymerase kappa activity | Potency, µM (titrated, usually from 107 µM), without a hit: at the top dose activity, negative = inhibition, usual class: inhibitors | Q9UBT6 | AID 588579 | hit rate 0.53% among 400,000 | purified Pol kappa, fluorescent DNA synthesis assay, 10 min; note: % is set by controls: 0 for no effect and ±100 for the full control effect
#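 Readout: fluorescence, taken kinetically at 0 and 10 min. Conditions: 10 nM Pol kappa, 15 min RT compound preincubation, 50 nM substrate final. Controls: enzyme-free buffer wells.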
# POLI inh = DNA polymerase iota (human) inhibition; Q9UNA4; Pol iota fluorescent replication assay, 10 min; Potency, µM (series often up to 115 µM), without a hit: at the top dose activity, negative = inhibition, hits mostly inhibitors; hit rate 1% among 390,000; AID 588590
#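 Fluorescent replication assay read twice, at 0 min and 10 min after adding 50 nM (final) substrate. Enzyme (10 nM) and compounds were first incubated 15 min at room temperature; enzyme-free buffer wells were negative controls.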
# POLH inh = inhibitors of human DNA polymerase eta; Q9Y253; recombinant Pol eta, fluorescent DNA replication assay; Potency, µM (doses to about 114 µM), for inactives: at the highest dose activity change, negative = inhibition, usual class: inhibitors; hit rate 1.2% among 390,000; note: % is set by controls: 0 for no effect and ±100 for the full control effect
#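 Fluorescent replication assay: 50 nM final substrate added after a 15 min room-temperature compound preincubation with 10 nM enzyme. Signal taken at 0 min and again at 10 min.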
# JMJD2A Tudor inh = inhibitors of human JMJD2A Tudor domain | O75164 | AlphaScreen JMJD2A-Tudor / H3K4me3 peptide binding | Potency, µM (series often up to 114 µM), for the others: at the highest dose activity change, negative = inhibition, actives largely listed as inhibitors | hit rate 4.4% among 390,000 | AID 504339; note: % is set by controls: 0 for no effect and ±100 for the full control effect; nearly all actives have a fitted effect of over 50% in size
# Target sequence (O75164 whole entry, looked up, the tested form may be a part): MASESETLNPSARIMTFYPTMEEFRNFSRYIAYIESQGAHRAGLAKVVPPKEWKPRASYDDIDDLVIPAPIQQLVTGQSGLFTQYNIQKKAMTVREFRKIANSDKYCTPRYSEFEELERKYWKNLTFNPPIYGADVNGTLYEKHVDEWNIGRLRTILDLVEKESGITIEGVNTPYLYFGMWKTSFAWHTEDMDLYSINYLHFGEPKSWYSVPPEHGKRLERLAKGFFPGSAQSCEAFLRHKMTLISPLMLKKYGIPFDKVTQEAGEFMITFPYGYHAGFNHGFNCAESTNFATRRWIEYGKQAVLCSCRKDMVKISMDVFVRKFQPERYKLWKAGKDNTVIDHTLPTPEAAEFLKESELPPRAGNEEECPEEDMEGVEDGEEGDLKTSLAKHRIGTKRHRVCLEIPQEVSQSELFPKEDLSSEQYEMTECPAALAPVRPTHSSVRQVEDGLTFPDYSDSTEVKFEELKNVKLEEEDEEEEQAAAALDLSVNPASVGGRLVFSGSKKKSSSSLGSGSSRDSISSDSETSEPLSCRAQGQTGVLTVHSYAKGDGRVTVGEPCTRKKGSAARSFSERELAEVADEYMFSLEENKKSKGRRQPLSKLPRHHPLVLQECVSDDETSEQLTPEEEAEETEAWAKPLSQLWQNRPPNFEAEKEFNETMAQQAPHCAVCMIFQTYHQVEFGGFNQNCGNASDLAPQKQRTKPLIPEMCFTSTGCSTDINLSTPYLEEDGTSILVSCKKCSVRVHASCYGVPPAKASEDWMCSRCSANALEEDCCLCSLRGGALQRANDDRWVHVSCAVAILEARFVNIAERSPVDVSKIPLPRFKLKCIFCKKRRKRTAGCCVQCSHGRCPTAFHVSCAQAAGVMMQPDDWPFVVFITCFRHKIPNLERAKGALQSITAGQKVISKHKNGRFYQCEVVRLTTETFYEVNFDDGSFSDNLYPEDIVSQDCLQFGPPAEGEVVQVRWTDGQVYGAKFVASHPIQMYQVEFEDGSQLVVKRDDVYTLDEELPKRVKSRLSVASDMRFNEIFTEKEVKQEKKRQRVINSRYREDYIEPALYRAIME
# BLM inh = Bloom syndrome helicase (human) inhibition | P54132 | recombinant BLM DNA unwinding, fluorescence dequenching | Potency, µM (titrated, usually from 56.1 µM), without a hit: top-dose activity change, negative = inhibition, hits mostly inhibitors | hit rate 0.2% among 350,000 | AID 2528;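 note: plate controls were vehicle for no effect and no enzyme for full effect; nearly all actives have a fitted effect of over 35% in size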
# * = called active by the depositor; ? = inconclusive; . = not tested or not shown; & = joins results of further samples; [ ] = another dose, or the depositor's remark. Calls come from the whole dose curve; as a rule, active = well fitted curve in the direction sought with a large enough effect; inconclusive = small, poorly fitted or top-dose-only effect, or another doubt; inactive = no such curve, though single readings can be large; an effect the other way counts as inactive or inconclusive. Potency is the fitted concentration of half-maximal effect. Only part of the results is shown (hit frequency here may not be typical).
Pol beta inh	BAZ2B inh	G9a inh	APE1 inh	Pol kappa inh	POLI inh	POLH inh	JMJD2A Tudor inh	BLM inh	compound
?	28%	6%[59 µM]	4%	-14%	-7%	-10%	44%[activator]	-3%	CCOC(=O)c1ccccc1NC(=O)CSc1nc2ccccc2o1
0%	?	.	18%	-25%	103%[activator]	-11%	?	-15%	COc1cc(C)c(NC(=O)C(=S)NCc2ccccc2)cc1C
6%	-9%	?	12%	13%	18%	-17%	-20%	-13%	COc1ccc(C(O)(CCC(C)C)C(CN2CCOCC2)c2ccccc2)cc1 (stereo unspecified)
4%	-3%	6%[59 µM]	5%	-4%	5%	-16%	-18%	6%	COCCCN(C(=S)Nc1cc(C)cc(C)c1)C(C)c1ccncc1 (stereo unspecified)
1%	21%	-45%[12.7 µM]	1%	-4%	11%	14%	-21%	3%	COc1cc(OC)nc(NC(=O)CSc2nc3ccccc3[nH]2)n1
.	.	.	.	28µM*	20µM*	40µM*	?	.	O=C(O)c1ccc(NN=CC2=C(N3CCOCC3)/C(=C/c3ccccc3)CC2)cc1
?	7.9µM*	11µM*	?	?	14µM*	22µM*	7.1µM*	-15%	NS(=O)(=O)c1ccc(N=Nc2c[nH]c(=O)c(O)c2)cc1
.	-21%	-6%[12.7 µM]	34%[activator]	-7%	23%	-28%	-29%	.	Cc1ccc(S(=O)(=O)NCc2ccccc2)cc1C(=O)N1CCN(c2ccccc2)CC1
1%	-2%	40µM*	2%	-2%	4%	-23%	-10%	0%	Cc1ccc(NC(=O)C2C3C=CC(O3)C2C(=O)O)c(C)c1 (stereo unspecified)
-1%	-24%	0%	1%	4%	30%	-14%	-16%	1%	NC(=O)N/N=C/c1ccccc1OC(=O)c1ccccc1Br
-20%	3%	18%[59 µM]	46%[activator][12.4 µM]	0%	8%	0%	-9%	1%	CCCc1nc(SCC(=O)NC2CCCC2)c2ccccc2n1
0%	-13%	68%[activator]	33%	-6%	8%	-3%	?	-4%	Cc1cc(S(=O)(=O)N2CCCCC2)ccc1OCC(=O)Nc1ccccc1
.	-8%	7%	-10%	0%	17%	-8%	-10%	.	Cc1ccc(C(=O)NCCC2=CCCCC2)cc1S(=O)(=O)N1CCOCC1
18%	4%	.	-12%	-19%&-15%	-7%&-11%	-5%	-26%	-4%	CC1(C)CCC(=O)N2CC[C@H]3C[C@H](OC(=O)Nc4ccc(Br)cc4)C[C@@H]1[C@H]32
-1%	?	-4%[59 µM]	10%	-7%	1%	-17%	-25%[57.1 µM]	2%	O=C(Nc1cc(Sc2nc3ccccc3s2)cc([N+](=O)[O-])c1)c1ccccc1
3%	-2%	-30%	20%	4%	-2%	-12%	-15%	-3%	O=C(CCc1ccccc1)Nc1ccc2c(c1)OCCO2
?	-3%	.	-10%	0%	21%	5%	1%	0%	C=CCn1c(SCC(=O)NC2CC2)nnc1C1CC1
.	.	.	.	-8%	-15%[58.9 µM]	-22%	-8%	.	CC(=O)Nc1ccc(NC(=O)c2c(C)c(-c3ccccc3)nc3ccccc23)cc1
.	.	.	-8%	-16%	3%	-6%	-14%	.	CCOC(=O)c1ccc(N[C@@H]2CCN3C(=O)c4ccccc4[C@@H]3C[C@H]2O)cc1
37%	13%[0.457 µM]	.	0%	-3%	40%[activator]	-19%	-7%	-3%	CCOc1cccc2cc(C(=O)NCc3ccccc3Cl)c(=O)oc12
14%	?	-8%[59 µM]	.	-6%	21%	-19%	-31%	1%	CCOc1ccc(CCNCc2c(C(=O)O)c(C)n(Cc3ccccc3F)c2C)cc1
1%	-29%	2µM*	3%	2%	24%	-3%	-11%	-8%	CSC(=Nc1ccc(Cl)cc1)N[n+]1ccccc1
4%	-26%	8.9µM*	-6%	-11%	2%	-8%	-23%	-3%	NS(=O)(=O)c1ccc(NC(=S)NCc2ccc(Cl)cc2)cc1
-10%	-37%	-51%[59 µM]	.	-8%	11%	-18%	-25%	-13%	Clc1ccc(Nc2c(-c3ccccc3Cl)nc3ccc(Cl)cn23)cc1
7%	11%	45µM*	6%	-4%	2%	-13%	-2%	-3%	CCOCC(=O)Nc1nnc(C)s1
.	9%	2%	9%	0%	36%[activator]	-19%	-16%	.	O=C(CN1C(=O)NC2(CCCC2)C1=O)N1CCN(S(=O)(=O)c2ccc(Cl)c(C(F)(F)F)c2)CC1
8%	3%	5%	39%	0%	60%[activator]	-21%	-4%	-1%	COc1ccccc1NC(=O)C(=O)N/N=C(\C)CC(=O)Nc1ccccc1C(F)(F)F
11%	-3%	?	.	-2%	18%	-8%	-2%	1%	O=C(CCS(=O)(=O)c1nc(-c2cccs2)cc(C(F)(F)F)n1)Nc1cccc(O)c1
?	7%[0.457 µM]	?	44%	9%	-18%	-20%	7.1µM*	-6%	Cc1ccc(NC(=O)CN2CCN(Cc3ccccc3)CC2)c(Br)c1
-1%	-31%	45µM*	-4%	-8%	?	-14%	-16%	0%	O=C1CC(SCCc2nc3ccccc3[nH]2)C(=O)N1c1ccc(F)cc1 (stereo unspecified)

# Some values from above:
# `COCCCN(C(=S)Nc1cc(C)cc(C)c1)C(C)c1ccncc1` (stereo unspecified) in Pol beta inh shows 4%
# `CCOC(=O)c1ccccc1NC(=O)CSc1nc2ccccc2o1` in POLH inh shows -10%
# `CCOCC(=O)Nc1nnc(C)s1` in JMJD2A Tudor inh shows -2%

# (listing goes on)
Pol beta inh	BAZ2B inh	G9a inh	APE1 inh	Pol kappa inh	POLI inh	POLH inh	JMJD2A Tudor inh	BLM inh	compound
13%	?	-1%	1%	-5%	-4%	-27%	-4%	-2%	CCc1cccc(NC(=O)C2CCCN(c3cnccn3)C2)c1 (stereo unspecified)
.	.	.	18%	-11%	2%	-3%	-8%	.	COC(=O)c1cc(NC(=O)COC(=O)CCc2nc3ccccc3c(=O)[nH]2)cc(C(=O)OC)c1
37%	-6%	20%[59 µM]	.	0%	0%	-19%	-2%	0%	Cc1ccccc1CNC(=O)c1c(C)oc2c1C1=NCCN1C=N2
1%	-20%	7%[59 µM]	-6%	-16%	39%[activator]	-8%	-20%	-2%	COc1ccc(NC(=O)CC23CC4CC(C2)CC(n2nnc(C)n2)(C4)C3)cc1
3%	-1%	0%	-1%	12%	15%	0%	-11%	-3%	CN1CCNC(=O)C1CC(=O)NCCC1=CCCCC1 (stereo unspecified)
5%	?	-48%[59 µM]	-5%	-8%	147%[activator]	-16%	-27%	4%	Cc1ccc(NC(=O)CSc2nc3ccccc3c(=O)n2CCCC(=O)NCCCN2CCOCC2)cc1C
-14%	-3%	-2%[12.7 µM]	-5%	-14%	5%	-12%	-8%	-7%	O=C(NC1CCCC1)c1ccc(CSCc2ccccc2F)o1
0%	-14%	56%	25%	10%	34%[activator]	-21%	-13%	1%	CC(NC(=O)CS(=O)(=O)c1ccccc1)c1ccccc1 (stereo unspecified)
-1%	-17%	.	0%	-5%	4%	-10%	7%	0%	CCCS(=O)(=O)N1CCCC(C(=O)NCc2cccnc2)C1 (stereo unspecified)
-23%	-20%	?	9%	?	-26%	?	-19%	-7%	Cc1ccccc1C(=O)Nc1nnc(S(=O)(=O)N(C)Cc2ccco2)s1
?	-27%	-30%	0%	-7%	109%[activator]	-6%	-1%	-17%	N/C(=N\OC(=O)c1ccccc1Cl)c1ccncc1
-3%	1%	.	13%	-8%	-6%[58.9 µM]	-10%	5%	-11%	Cc1ccc(NC(=S)N2CCCC(c3ccccc3)=N2)cc1
.	.	.	.	-8%	14%	-16%	45%[activator]	.	Cc1cccc(C)c1OCc1cc(C(=O)N2CCC(C3CCCCC3)C2)no1 (stereo unspecified)
22%	-13%	8%	-1%	-6%	35%[activator]	-20%	-14%	-4%	O=C(/C=C/c1ccc(OCCCF)cc1)Nc1ccnc(-c2cccnc2)n1
15%	-11%	-2%[59 µM]	-1%	-12%	0%	-7%	2%[11.4 µM]	-23%	COc1cc(C2C(C#N)=C(N)Oc3cc(O)ccc32)cc2c1OCO2 (stereo unspecified)
.	.	.	-15%	-4%	-3%	-26%	-17%	.	Cc1ccc(NC(=O)CNc2cccc(Br)c2)cc1S(=O)(=O)N1CCOCC1
-1%	-14%	5%	5%	-10%	112%[activator]	-18%	9%	-3%	Nc1nc(Cl)c(C=O)c(N2CCCCC2)n1
?	0%	-6%	-2%	-22%	15%	-9%	-19%	-3%	COc1ccc2nc(COC(=O)c3cccc([N+](=O)[O-])c3)c(C(C)=O)[n+]([O-])c2c1
6%	-1%	11%[59 µM]	.	-2%	22%	-20%	4%	-4%	O=c1c2ccccc2n(Cc2c(F)cccc2Cl)c(=O)n1CCc1ccccc1
84%	-3%	?	1%	1%	40%[activator]	-15%	-24%	3%	CCCn1cc(S(=O)(=O)CC(=O)Nc2ccc(OC)cc2OC)c2ccccc21
33%	7%[57.1 µM]	-4%[59 µM]	.	4%	12%	0%	3%	2%	CCc1cccc(C)c1NC(=O)c1cc(C)nc2c1c(C)nn2-c1cccc(Cl)c1C
20%	3%	9%	-3%	2%	-10%	-11%	-8%	3%	O=C(c1ccco1)N1CCN(c2ncccn2)CC1
1%	-2%	3%[59 µM]	0%	1%	34%[activator]	-15%	-4%	1%	CCC(C)(C)NC(=O)C(c1ccccc1)N(Cc1cccnc1)C(=O)c1csnn1 (stereo unspecified)
22%	10%	6%	2%	-8%	2%	-9%	-8%	-1%	Cn1cc(CC(=O)NCCCN2CCCC2=O)c2ccccc21
0%	3%	23%[59 µM]	3%	-10%	7%	-16%	-10%	0%	COCCNC(=O)c1ccc2c(c1)nc(C)n2-c1cccc(F)c1
.	.	4%[12.7 µM]	3%	-9%[60.1 µM]	.	.	.	5%	O=C(Nc1cccc(F)c1)N1CCCC2(CCN(C(=O)c3cnccn3)CC2)C1

# 3 entries already listed, arranged by the number in APE1 inh, lowest first:
Molecule	APE1 inh
COc1ccc2nc(COC(=O)c3cccc([N+](=O)[O-])c3)c(C(C)=O)[n+]([O-])c2c1	-2%
CCC(C)(C)NC(=O)C(c1ccccc1)N(Cc1cccnc1)C(=O)c1csnn1 (stereo unspecified)	0%
Cn1cc(CC(=O)NCCCN2CCCC2=O)c2ccccc21	2%
